Source: PubChem BioAssay (several laboratories)
Large T inhibition = SV40 large T antigen inhibitors, biochemical (AID 1903) | 310,000 compounds, 0.39% hits | SV40 large T antigen ATPase/helicase inhibition assay; higher % means a stronger effect | inhibition, % at 20 µM, or IC50 in µM where a hit was titrated; in the data active = a potency from the dose series; inconclusive = inhibition mostly from about 32% at the one dose, without a potency; inactive = the rest, 99 in 100 with inhibition below about 32%; also: strong numbers were not always called active
T cell HTS = T cell immune modulation candidate. 2C CD8+ T cell-vesicle binding, flow cytometry; hits give low values. calls only at 7 µM. 330,000 compounds, 0.068% hits. AID 2052;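 active = response, share of CD8 T cells binding vesicles, and their 90th percentile fluorescence all below set limits, cut at about 80% in these data, passing the limit was not always enough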
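material = purified 2C TCR transgenic mouse naive CD8+ T cells | controls = Unloaded micro-vesicles (low), QL9 vesicles with 0.7% DMSO (high) | detection = cytometric PE anti-B7-1 and Alexa647 anti-CD8 signals after 1% paraformaldehyde fixation | incubation = binding step 1.5 h, 37 °C, antibody labelling 20 min, ice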
PhoP inhibition = inhibitors of PhoP regulon expression, primary screen, Salmonella Typhimurium, GFP reporter (AID 1863) | S. Typhimurium PhoP-regulated promoter GFP reporter, 4 h; higher % means a stronger effect | inhibition, % at 50 µM, or IC50 in µM where a hit was titrated | 300,000 compounds, 0.16% hits;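 active = inhibition over 29.93%, a cutoff 3 SD above the screen mean, later confirmed by dose response; inconclusive = inhibition over 29.93% but no dose response follow-up; inactive = inhibition at most 29.93% or unconfirmed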;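 also: 0% = low Mg2+ inducing control and 100% = high Mg2+ repressing control; strong numbers were not always called active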
TNAP activators = stimulation of alkaline phosphatase TNAP activity – biochemical, luminescent, no phosphate acceptor, uHTS, primary screen (AID 1001); purified TNAP, luminescent activation assay, no phosphate acceptor; higher activation fold means a stronger effect; activation fold at 20 µM, or EC50 in µM where a hit was titrated; 200,000 compounds, 0.03% hits; in the data active = activation fold from about 3, or a potency from the dose series; inactive = the rest, 99 in 100 with activation fold below about 1.6; also: many of its hits are not listed in these tables
RSV antiviral HEp-2 = RSV antiviral activity via CPE protection, HEp-2 cells, primary 10 µM value included (AID 2391). 310,000 compounds, 0.13% hits. CPE inhibition, % at 10 µM, or IC50 in µM where a hit was titrated. HEp-2 cells, RSV-induced CPE inhibition; higher % means a stronger effect; in the data active = a potency from the dose series; inconclusive = CPE inhibition mostly from about 23% at the one dose, without a potency; inactive = the rest, 99 in 100 with CPE inhibition below about 21%; also: strong numbers were not always called active
NTR1 ag = agonists of NTR1, primary screen, imaging, U2OS cells, beta-arrestin-GFP, high content (AID 493036). P30989. NTR1-U2OS beta-arrestin-GFP spot imaging, agonist mode. activation, % at 20 µM. 330,000 compounds, 0.17% hits;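 active = activation at or above 40% of the spot to cytoplasm intensity ratio, with at least 20 cells analyzed; inconclusive = wells under 20 cells, flagged as cytotoxic or low count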;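 also: 0% = DMSO without peptide and 100% = 100 nM NTR1 peptide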
Target sequence (P30989 whole entry, looked up): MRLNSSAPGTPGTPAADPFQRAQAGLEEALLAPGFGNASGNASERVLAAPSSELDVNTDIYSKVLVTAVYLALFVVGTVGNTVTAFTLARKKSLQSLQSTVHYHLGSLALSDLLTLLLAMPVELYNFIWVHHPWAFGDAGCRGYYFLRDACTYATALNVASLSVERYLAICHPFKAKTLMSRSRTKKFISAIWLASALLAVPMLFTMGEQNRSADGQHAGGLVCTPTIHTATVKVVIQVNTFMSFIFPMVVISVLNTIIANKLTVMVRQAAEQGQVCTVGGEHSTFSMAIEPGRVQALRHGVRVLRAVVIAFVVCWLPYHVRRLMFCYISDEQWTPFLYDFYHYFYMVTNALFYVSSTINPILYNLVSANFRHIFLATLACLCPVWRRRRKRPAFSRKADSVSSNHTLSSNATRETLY
Rac1 GTP hydrolysis = MgcRacGAP GTPase-activating activity inhibitors, confirmation, biochemical, ADP Hunter fluorescence | AID 624330 | inhibition, % at 30 µM, or IC50 in µM where a hit was titrated | MgcRacGAP-stimulated Rac1 GTP hydrolysis, ADP Hunter fluorescence; higher % means a stronger effect; GST-tagged Rac1 F28L mutant substrate | 340,000 compounds, 0.6% hits;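 active = first-screen hits whose inhibition reached a set limit at any dose in the follow-up dose series; inconclusive = inhibition above the set first-screen limit but never retested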;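 also: fluorescence reports GDP produced by GAP-driven GTP hydrolysis; strong numbers were not always called active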
UTI89 phage lysis = inhibition of K1F phage lysis, E. coli UTI89, bacterial capsule biogenesis inhibitors, alamar blue (AID 488966). 340,000 compounds, 0.02% hits. inhibition, % at 100 µM; hits with a dose series show IC50 in µM. E. coli UTI89 K1F phage lysis, alamar blue, 2 h; higher % means a stronger effect;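 active = phage lysis inhibition, versus mean bacterial control, above a set limit; inconclusive = no clear call, values can overlap the other calls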;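 also: capsule biogenesis inhibitors block K1F phage lysis so surviving cells raise fluorescence; higher fluorescence means more inhibition of phage lysis; actives were called in the ten point dose series up to 300 µM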
Myeloid diff 2 = promotes myeloid progenitor differentiation | ER-HoxA9 myeloid progenitors, lysozyme-GFP differentiation, flow cytometry | calls only at 10 µM | 360,000 compounds, 1% hits;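 active = normalized GFP-positive differentiation at or above the plate's own cutoff, the solvent-only control mean plus 3 SD; inconclusive = no clear call, values can overlap the other calls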;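 also: cells exposed to compound for four days before flow analysis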
T cell HTS vesicle-bound % = second read-out of T cell HTS, no call of its own (marks repeat the call); double positive events, %; measured here: CD8+ vesicle-bound cell fraction;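 binding gate set so that unloaded-vesicle control wells show 10% double positive cells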
NTR1 ag cell count 20 µM = second read-out of NTR1 ag, no call of its own (marks repeat the call); cell count; measured here: cell count, cytotoxicity flag
Myeloid diff 2 GFP+ MAC1+ % = also measured in Myeloid diff 2; calls as there; GFP+ MAC1+ double positive, %; measured here: differentiation confirmed by MAC1 staining
An asterisk follows results filed as active; i = inactive; ? = inconclusive; · = not tested or not shown; + = active, no number; [ ] = remark or other dose.

SMILES | Large T inhibition | T cell HTS | T cell HTS vesicle-bound % | PhoP inhibition | TNAP activators | RSV antiviral HEp-2 | NTR1 ag | NTR1 ag cell count 20 µM | Rac1 GTP hydrolysis | UTI89 phage lysis | Myeloid diff 2 | Myeloid diff 2 GFP+ MAC1+ %
C#CCn1c(=O)c2c(ncn2C)n(C)c1=O | 14% | i | 22 | -3% | · | -1.1% | -0.7 | 41 | 0% | 2.9% | i | 1.7
CCn1c2ccccc2c2cc(NC(=O)CSc3nnc(-c4ccc(OC)cc4)n3N)ccc21 | 9% | i | 18 | -7% | 1.1 | 3.1% | 11 | 56 | 14% | 0.1% | i | 0.6
O=c1cc(-c2ccccc2)nc(SCc2ccc(F)cc2)[nH]1 | 1% | i | 45 | -1% | 1.1 | 2.1% | 1.6 | 64 | 0% | 3.9% | i | 0.3
Cc1cccc(-n2c(CNC(=O)COc3ccccc3)nnc2SCC(=O)Nc2nccs2)c1 | 6% | i | 28 | -3% | 1 | -0.7% | 0.0 | 48 | 1% | 0.7% | i | 4.8
CC[n+]1c(/C=C2\C=C(C)CC(C)(C)C2)sc2ccccc21 | 28% | i | 7 | -8% | 1.1 | 7.5% | 3.2 | 55 | 32% | 2.7% | i | 1.9
CCC1(C)CC(C(CC(=O)O)c2ccc(C)cc2)CCO1 (centres undefined) | 23% | i | 6 | -5% | 1.1 | -2.2% | 1.9 | 43 | 0% | 1.1% | i | 0.6
Cc1ccc(S(=O)(=O)N2CCN(C(=O)N3CCCC3)CC2)cc1 | 8% | i | 24 | -1% | · | 1.3% | 0.7 | 58 | -2% | -0.3% | i | 0.9
Cc1ccc(OCc2ccc(C(=O)N3CCCC3)o2)c([N+](=O)[O-])c1 | 7% | i | 18 | -5% | · | 2.5% | -0.3 | 48 | 8% | 0.2% | i | 0.8
O=C(c1ccc(Cl)cc1)c1c[nH]cc1-c1ccccc1 | 21% | i | 22 | 6% | 1.1 | 1.8% | -3.3 | 51 | -2% | 1.4% | i | 0.7
CCCCNC(=S)NNC(=O)c1cc(C2CC2)nc2ccccc12 | 16% | i | 70 | 2% | · | 1.5% | 1.8 | 62 | 5% | 0.1% | ? | ·
CCOc1cc(/C=N/NC(=O)c2ccccc2-n2cccc2)ccc1O | · | i | 8 | · | · | 0.8% | -0.7 | 67 | 46µM* | 0.5%[50 µM] | i | 0.8
O=C(Nc1ccc(S(=O)(=O)N2CCCCC2)cc1)C1CC(=O)N(c2ccccc2)C1 (centres undefined) | 9% | i | 36 | -3% | · | 7.8% | -0.8 | 48 | 10% | -0.3% | i | 0.4
CCCCNCC(=O)Nc1ccc(NC(=O)CNCCCC)cc1 | 2% | i | 36 | 5% | 1.1 | 0.5% | -4.3 | 76 | 1% | 6.8% | i | 0.6
COc1ccc(-c2noc(-c3ccccc3C(=O)N3CCOCC3)n2)cc1 | -2% | · | · | 7% | 1 | 0.0% | 2.0 | 73 | -4% | 3.2% | i | 3.2
COc1cccc(CN(C)C(=O)C2CCN(S(=O)(=O)c3cccs3)CC2)c1OC | · | i | 33 | · | · | 0.6% | -2.6 | 37 | 10% | 0.6%[50 µM] | i | 0.6

Single records, from the list above.
O=C(c1ccc(Cl)cc1)c1c[nH]cc1-c1ccccc1 is entered as Large T inhibition: 21%; T cell HTS: i; T cell HTS vesicle-bound %: 22; PhoP inhibition: 6%; TNAP activators: 1.1; RSV antiviral HEp-2: 1.8%; NTR1 ag: -3.3; NTR1 ag cell count 20 µM: 51; Rac1 GTP hydrolysis: -2%; UTI89 phage lysis: 1.4%; Myeloid diff 2: i; Myeloid diff 2 GFP+ MAC1+ %: 0.7
C#CCn1c(=O)c2c(ncn2C)n(C)c1=O is entered as Large T inhibition: 14%; T cell HTS: i; T cell HTS vesicle-bound %: 22; PhoP inhibition: -3%; TNAP activators: ·; RSV antiviral HEp-2: -1.1%; NTR1 ag: -0.7; NTR1 ag cell count 20 µM: 41; Rac1 GTP hydrolysis: 0%; UTI89 phage lysis: 2.9%; Myeloid diff 2: i; Myeloid diff 2 GFP+ MAC1+ %: 1.7

Continued.
SMILES | Large T inhibition | T cell HTS | T cell HTS vesicle-bound % | PhoP inhibition | TNAP activators | RSV antiviral HEp-2 | NTR1 ag | NTR1 ag cell count 20 µM | Rac1 GTP hydrolysis | UTI89 phage lysis | Myeloid diff 2 | Myeloid diff 2 GFP+ MAC1+ %
O=C(Nc1nnc(CCc2ccccc2)s1)c1cccc(F)c1 | 1% | i | 53 | -10% | · | 1.5% | 0.7 | 62 | 6% | 0.5% | i | 0.4
Cc1ccc(S(=O)(=O)C(CCC(=O)c2ccc(Cl)cc2)C(N)=O)cc1 (centres undefined) | 1% | i | 37 | 5% | 1.1 | 1.5% | -3.1 | 91 | 2% | 0.5% | i | 0.7
CC1CCCC(NC(=O)c2ccc(F)c(S(=O)(=O)N3CCOCC3)c2)C1C (centres undefined) | 15% | i | 48 | 7% | · | 1.3% | 1.1 | 45 | 2% | 0.9%[50 µM] | i | 1.7
O=C(COc1ccccc1Cl)Nc1ccc(N2CCCC2)cc1 | 15% | i | 31 | 1% | · | 2.2% | 12 | 67 | 11% | 1.8%[50 µM] | i | 1.1
Cc1cc(NCCCn2ccnc2)n2nc(-c3ccc(F)cc3)cc2n1 | 16% | i | 18 | -6% | 1.1 | -1.2% | 0.9 | 61 | 22% | 7.6% | i | 1.7
Cc1ccc(CN2CC[C@H]3C=CCc4cccc(c43)C2)cc1 | · | i | 39 | · | · | -0.9% | 4.3 | 62 | 6% | 6.6% | i | 0.9
Cc1ccc2c(CC(=O)OCc3csc(C)n3)coc2c1 | 1% | i | 33 | -9% | 1.1 | 0.4% | -0.7 | 87 | 3% | 0.6% | i | 0.4
CCOC(=O)c1ccc(CSc2nnc(N)s2)cc1 | -2% | i | 13 | 0% | 1.1 | 12% | -1.5 | 95 | 9% | -0.3% | i | 0.7
Cc1cc(C)nc(NS(=O)(=O)c2ccc(NC(=O)c3ccccc3[N+](=O)[O-])cc2)n1 | 6% | i | 45 | 2% | · | 1.8% | 0.2 | 58 | -2% | -0.2% | i | 0.7
CC(C)C(=O)NC(c1ccc(N(C)C)cc1)c1c(O)ccc2ccccc12 (centres undefined) | 14% | i | 34 | -9% | · | -0.4% | 2.5 | 51 | 6% | 0.8% | i | 0.4
Cc1sc2nc(CN3CCOCC3)nc(Oc3ccc(NC(=O)c4ccco4)cc3)c2c1C | 17% | i | 9 | 1% | 1.1 | 1.7% | 3.2 | 79 | 7% | -0.3% | i | 1.0
CCOc1ccc(C(=O)COC(=O)c2nn(CC)c(=O)c3ccccc23)cc1 | · | i | 5 | · | · | 1.9% | 9.3 | 54 | 3% | -0.2% | i | 0.4
COc1ccc(CC(=O)N[C@@H](C)C(=O)N2CCC3(CC2)NCCc2[nH]cnc23)cc1 | 11% | i | 35 | 2% | · | 0.4% | 2.1 | 73 | -4% | 0.1% | i | 1.0
CC(C)CC1c2[nH]c3ccccc3c2CCN1C(=O)c1cnccn1 (centres undefined) | 1% | i | 57 | -3% | 1.1 | 2.5% | -0.9 | 53 | · | · | · | ·
COC(=O)c1cn(-c2ccccc2)nc1-c1ccncc1 | -4% | i | 23 | 8% | 1.1 | 0.2% | -1.4 | 56 | 2% | 3.7% | i | 0.0
COc1ccc2c(c1)C(=O)CC(c1ccccc1F)O2 (centres undefined) | 15% | i | 17 | 0% | 1 | 2.8% | 2.6 | 29 | 11% | 0.6% | i | 0.5
C/C(=N\NC(=O)COc1cccc(Br)c1)c1ccc2c(c1)OCCO2 | · | i | 27 | · | · | -0.3% | 2.7 | 56 | 6% | 0.3%[50 µM] | i | 1.0
CC(=O)OCc1cc(=O)n(C)c(=O)n1C | 2% | i | 25 | -3% | 1.1 | -0.4% | -0.2 | 56 | 14% | 0.1% | i | 1.3
CC(C)C(OC(=O)CN1C(=O)c2ccccc2C1=O)C(=O)NC1CCCCC1 (centres undefined) | 4% | i | 27 | 5% | · | -0.7% | 5.8 | 49 | -2% | -0.4% | i | 0.3
COc1ccc(-c2noc(C)c2-c2ccc3ccccc3n2)c(O)c1 | -4% | i | 36 | 7% | 1.1 | 1.5% | 3.1 | 49 | -4% | -0.7% | i | 1.4
CCN(CC)S(=O)(=O)c1ccc(NC(=O)c2ccc(N3CCCC3=O)cc2)cc1 | · | i | 17 | · | · | · | 0.0 | 60 | 9% | 2.0% | i | 0.3
Cc1cc2oc(=O)ccc2cc1[N+](=O)[O-] | 6% | i | 22 | -8% | · | 3.5% | 3.6 | 36 | 8% | 3.3% | i | 1.1
Cc1cc(=O)n2c(C(=O)Nc3ccc(C)c(C)c3)c(C(=O)Nc3ccccc3)sc2n1 | 9% | i | 19 | -1% | 1 | 1.4% | -1.7 | 29 | 7% | -0.3% | i | 0.4
COc1ccccc1C(CNC(=O)CNC(=O)c1ccc(C)c(C)c1)N1CCCC1 (centres undefined) | · | i | 35 | · | · | 0.3% | -0.1 | 55 | 3% | 0.9%[50 µM] | i | 1.6
CCOc1nc2ccccc2nc1NS(=O)(=O)c1ccc(Cl)cc1 | 12% | i | 37 | -2% | · | 3.0% | 0.8 | 81 | · | -0.1% | i | 0.4
COCCOC(=O)c1c(NC(=O)CSc2cccc[n+]2[O-])sc(C(N)=O)c1C | 1% | i | 41 | 7% | 1.1 | 1.8% | -0.2 | 53 | -28% | -1.0% | i | 0.5
O=C(C1CCCCN1S(=O)(=O)c1ccccc1)N1CCCCC1 (centres undefined) | -1% | i | 39 | -6% | 1.1 | -1.2% | 0.8 | 68 | -6% | 6.3% | + | 18*
O=C(NCc1ccc(Cl)cc1)c1ccc(NC(=O)C2CCCO2)cc1 (centres undefined) | 3% | i | 45 | 4% | · | 4.8% | -0.3 | 44 | 6% | -0.3% | i | 0.6
O=C(/C=C/c1cccs1)N1CCC2(CC1)Oc1ccc(F)cc1C(=O)C21CC(c2ccc(Cl)cc2)=NO1 (centres undefined) | 26% | i | 19 | -1% | · | 1.3% | 0.5 | 94 | 3% | 0.3% | i | 0.8
